TNF death inh: inhibitors of TNF-alpha triggered necroptosis, primary screen, cell-based, Jurkat FADD-/-, single concentration; activation (protection from cell death), % at 10 µM; Jurkat FADD-/- TNF necroptosis rescue, ATP luminescence, 24 h; 0 = TNF only, 100 = no-TNF cells; 0.068% of 220,000 active;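 active = activation, meaning protection from cell death, of at least 50% relative to plate controls; inactive = activation below 50%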;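 note: necroptosis triggered by 40 ng/mL TNF-alpha added together with compound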
eIF4E 4G PPI: eIF4E–eIF4G protein interaction inhibitors, primary screen, biochemical, uHTS, TR-FRET, eIF4GI fragment; 0.37% of 220,000 active; TR-FRET eIF4E-eIF4GI(517-606) binding, 2 h; AID 782, 2007; inhibition, % at 21.7 µM;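 active = inhibition above about 30%, limit read from the data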;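 note: 0% = full FRET control wells and 100% = background wells lacking eIF4GI fragment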
L929 necroptosis: inhibitors of zVAD-triggered necroptosis, primary screen, L929 cells | viability rescue, % at 10 µM | AID 1377, 2008 | 0.38% of 220,000 active | L929 zVAD necroptosis rescue, ATP luminescence, 24 h; with zVAD 60 µM;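 active = activation, scaled between plate controls, above about 75%, limit read from the data; inactive = activation under that limit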;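 note: 0% = zVAD with DMSO and 100% = DMSO alone without zVAD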
PERK inhibitor: block of dimerizer-induced PERK translation repression, primary screen, PERK inhibitor project, CHO PERK-DD cells, SEAP luminescence, HTS | Eukaryotic translation initiation factor 2-alpha kinase 3 (Homo sapiens), Q9NZJ5 | CHO PERK-DD fusion, SEAP luminescence translation reporter | inhibition, % at 5.6 µM | 0.17% of 220,000 active | AID 1416, 2008;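 active = inhibition above the mean inhibition of all tested compounds plus 3 SD, set separately per screening campaign, cut at about 2.9% in these data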;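 note: PERK kinase domain activated by AP20187 dimerizer at 100 nM; 0% = DMSO with dimerizer and 100% = rapamycin at 8.4 µM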
Mdm2 ligase inh: MDM2-luciferase reporter signal enhancers, primary screen, MDM2 E3 ligase inhibitor project, cell-based, luminescence, 1536-well; signal enhancement, % at 5 µM; E3 ubiquitin-protein ligase Mdm2 (Homo sapiens), Q00987; 0.11% of 210,000 active; cell-based MDM2 ubiquitination luciferase reporter, 2 h; 0 = plate control, 100 = twice control, blank-subtracted;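 active = signal enhancement of 30% or more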;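 note: luminescence tracks abundance of the self-degrading MDM2-luciferase fusion protein; higher signal means inhibition of MDM2 E3 ligase activity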
Target sequence (Q00987 whole entry, looked up, the tested form may be a part): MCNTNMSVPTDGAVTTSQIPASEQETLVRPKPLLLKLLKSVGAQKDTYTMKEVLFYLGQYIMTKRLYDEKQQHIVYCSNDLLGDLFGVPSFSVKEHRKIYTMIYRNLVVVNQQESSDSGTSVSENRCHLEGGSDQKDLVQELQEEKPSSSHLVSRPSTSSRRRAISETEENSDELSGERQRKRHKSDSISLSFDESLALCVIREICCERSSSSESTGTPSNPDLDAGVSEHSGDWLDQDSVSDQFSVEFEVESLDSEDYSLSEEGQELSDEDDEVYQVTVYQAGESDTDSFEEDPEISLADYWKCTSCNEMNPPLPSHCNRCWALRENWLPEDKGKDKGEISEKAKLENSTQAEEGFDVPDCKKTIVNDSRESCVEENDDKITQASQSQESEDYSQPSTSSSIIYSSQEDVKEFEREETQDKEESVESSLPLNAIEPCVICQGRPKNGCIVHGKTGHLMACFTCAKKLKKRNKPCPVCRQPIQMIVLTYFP
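test system = mammalian cells stably expressing self-ubiquitinating, self-degrading MDM2 E3–luciferase fusion | quantity = 2000 cells/well | incubation = cell settling 4 h, compound treatment 2 h, both 37 °C | signal = luminescence with SteadyLite reagent, 15 min at room temperature | evaluation = % enhancement relative to plate controls after blank subtraction | benchmarks = plate controls and plate blanks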
EBV gp42 inh: Epstein-Barr virus gp42 inhibitors, primary screen, biochemical, uHTS, fluorescence polarization; Glycoprotein 42 (Epstein-Barr virus (strain AG876)), Q1HVG2; Fluorescence polarization binding assay, mP read-out; inhibition, % (tested at 21.74 µM); 0.42% of 220,000 active; AID 1085, 2008; in the data active = inhibition above about 50%
Target sequence (Q1HVG2 whole entry, looked up): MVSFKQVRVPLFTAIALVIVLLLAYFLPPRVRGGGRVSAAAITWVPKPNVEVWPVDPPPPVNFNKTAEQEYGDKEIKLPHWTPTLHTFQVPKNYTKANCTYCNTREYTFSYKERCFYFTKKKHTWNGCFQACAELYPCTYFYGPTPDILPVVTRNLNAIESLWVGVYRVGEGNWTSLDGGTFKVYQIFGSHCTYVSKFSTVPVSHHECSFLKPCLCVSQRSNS
Calpain2 inh: inhibitors of pig calpain II, primary screen, biochemical, fluorogenic peptide substrate, 1536-well | purified calpain II, 30 min | inhibition, % at 16 µM | 0.37% of 220,000 active;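 active = inhibition above about 50%, limit read from the data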
Rad51 HR inh: human RAD51 strand exchange inhibitors, primary screen, biochemical, fluorescence. DNA repair protein RAD51 homolog 1 (Homo sapiens), Q06609. hRad51 DNA strand exchange, fluorescence dequenching. inhibition, % at 10 µM. 0.085% of 200,000 active;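 active = inhibition above 40% at the single screening dose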;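 note: 0% = DMSO control wells and 100% = blanks with heterologous ssDNA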
Target sequence (Q06609 whole entry, looked up): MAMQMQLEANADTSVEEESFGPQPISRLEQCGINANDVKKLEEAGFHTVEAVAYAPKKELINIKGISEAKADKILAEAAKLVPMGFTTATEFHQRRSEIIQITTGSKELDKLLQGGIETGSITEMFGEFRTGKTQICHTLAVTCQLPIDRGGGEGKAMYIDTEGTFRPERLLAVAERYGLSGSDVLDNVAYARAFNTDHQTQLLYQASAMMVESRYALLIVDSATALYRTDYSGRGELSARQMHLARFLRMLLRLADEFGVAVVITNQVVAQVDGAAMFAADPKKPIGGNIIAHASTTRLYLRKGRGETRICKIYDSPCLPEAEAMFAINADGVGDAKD
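System: hRad51 filaments on single-stranded DNA; reagent: Fluorescein- and BHQ1-tagged 47-mer duplex; compound dosing: one concentration, 10 µM final; timing: filaments 15 min 37 °C, then compound 30 min; measured by: fluorescein emission 520 nm, excitation 485 nm; benchmarks: per-plate controls and blanks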
Cl transport mod: KCC2 cotransporter modulators, thallium flux, primary screen, cell-based, HEK293 KCC2, FluoZin-2 fluorescence, MLSMR; KCC2 cells, thallium flux FluoZin-2 fluorescence; Solute carrier family 12 member 5 (Homo sapiens), Q9H2X9; 2.2% of 190,000 active; B-score of Tl+ flux slope (higher = more flux/activation; lower = inhibition) at 10 µM; AID 1456, 2008;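 active = thallium flux slope and its plate-corrected score both differing from the plate sample mean at a set confidence after two filtering rounds, in either direction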;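 note: slope of fluorescence scaled to starting intensity during 10 to 20 s after thallium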
* hit, by the source's call; . = no result given; [ ] = dose if it differs, or a comment.

SMILES	TNF death inh	eIF4E 4G PPI	L929 necroptosis	PERK inhibitor	Mdm2 ligase inh	EBV gp42 inh	Calpain2 inh	Rad51 HR inh	Cl transport mod
Cc1cccc(NC(=O)CN2C(=O)NC(C)(c3ccc4c(c3)OCO4)C2=O)c1 (configuration not stated)	2.2	-10.8	0.1	0.1	-7.6	0.4	15.1	3.0	0.0506
CC1OC(C)(C)OC1C1CNc2nc(NC(=O)C(C)(C)C)[nH]c(=O)c2N1C(=O)c1cccnc1 (configuration not stated)	1.1	-7.4	0.3	0.8	-6.0	-21.1	6.1	.	0.808
CCCCOc1nc2ccccc2nc1C(C#N)C(=O)NC1CCCCC1 (configuration not stated)	-1.7	-9.2	0.1	0.4	-0.2	10.1	-26.7	.	0.275
CCOC(=O)C1CCN(CCC(=O)Nc2cccc(Cl)c2)CC1	1.7	-6.8	-0.8	0.8	-27.2	-8.3	-17.6	0.2	-0.712
Cc1oc(-c2ccccc2)cc1C(=O)Nc1ccc(N(C)C)cc1	1.0	20.1	0.0	1.0	-14.0	-30.0	14.4	18.9	-0.00933
CC(C(=O)Nc1ccc(C(=O)O)cc1)N1C(=O)c2ccccc2C1=O (configuration not stated)	-0.3	-2.4	0.6	1.0	-13.0	-14.6	9.8	-3.9	-0.123
O=C(c1cccc(Cl)c1)C1CCCN(C(=O)c2ccoc2)C1 (configuration not stated)	0.8	-0.9	0.5	-0.1	-7.0	-4.7	14.6	10.5	0.0433
O=C(COc1ncnc2cc([N+](=O)[O-])ccc12)NC(=O)NC1CCCCC1	-0.6	4.6	14.0	-0.2	-0.4	-7.1	-12.1	-8.9	0.478
FC(F)Oc1ccc(NC(=S)N2CCc3ccccc32)cc1	2.0	0.4	0.6	1.9	-30.7	-12.4	-2.0	-18.7	0.0861
CCN(CC(=O)Nc1ccc(Cl)c(S(=O)(=O)N(C)C)c1)CC(=O)NC(C)C	2.1	-0.8	0.9	0.2	-12.5	-9.9	-1.7	6.3	-0.884
CC(=O)c1cccc(N=C2C(=O)Nc3ccccc32)c1	0.2	-5.0	2.8	0.3	-12.3	-11.1	-7.6	1.3	0.259
COc1cc(/C=N/O)cc(Br)c1OCC(=O)NCc1ccccc1	-0.1	-4.2	0.2	-0.5	15.6	12.1	25.9	-14.0	-0.62
CC1C(=NO)C(C)C(c2ccccc2)NC1c1ccccc1 (configuration not stated)	0.5	5.3	0.7	-1.1	-8.1	-3.2	-11.2	3.9	.
O=C(CNC(=O)c1ccc(Cl)cc1)OCC(=O)c1ccc2c(c1)OCCO2	-0.5	-15.8	-0.3	0.5	-14.0	-9.7	-48.6	4.9	-0.103
COc1ccc(/C=C(\C)c2nc(C)c(-c3ccccc3)c(=O)[nH]2)cc1	0.8	-1.2	1.5	0.8	-9.3	-2.1	-214.7	.	0.805
CS(=O)(=O)N(CC(=O)N1CCC(C(N)=O)CC1)C1CCCCC1	0.2	-5.1[fluorescence artefact?]	0.3	-0.3	.	-28.4	-8.0	4.3	0.799
CN1CCN(NC(=O)Nc2cccc(Cl)c2Cl)CC1	1.8	3.2	1.5	-0.1	-9.6	-4.0	16.8	-3.8	0.441
COc1ccc(OC)c(CNC(=O)C2CCN(C(=O)N(C)C)CC2)c1	2.5	-2.7	4.8	0.1	3.0	-7.8	15.6	-3.4	0.921
O=C1N=c2ccccc2=C1c1sc(NS(=O)(=O)c2ccccc2)nc1O	0.1	1.7	15.5	1.0	-5.9	7.6	-34.5	-26.1	-0.384
CCCCOc1ccccc1C(=O)NCCCC(=O)O	-0.6	-5.3	-0.3	1.3	-15.6	-1.9	-20.4	5.8	-0.2

Structures from the list above that contain a COOH group (two):
SMILES	TNF death inh	eIF4E 4G PPI	L929 necroptosis	PERK inhibitor	Mdm2 ligase inh	EBV gp42 inh	Calpain2 inh	Rad51 HR inh	Cl transport mod
CC(C(=O)Nc1ccc(C(=O)O)cc1)N1C(=O)c2ccccc2C1=O (configuration not stated)	-0.3	-2.4	0.6	1.0	-13.0	-14.6	9.8	-3.9	-0.123
CCCCOc1ccccc1C(=O)NCCCC(=O)O	-0.6	-5.3	-0.3	1.3	-15.6	-1.9	-20.4	5.8	-0.2

2 compounds from above, showing only eIF4E 4G PPI:
mol	eIF4E 4G PPI
CC1C(=NO)C(C)C(c2ccccc2)NC1c1ccccc1 (configuration not stated)	5.3
O=C(CNC(=O)c1ccc(Cl)cc1)OCC(=O)c1ccc2c(c1)OCCO2	-15.8

Continued:
SMILES	TNF death inh	eIF4E 4G PPI	L929 necroptosis	PERK inhibitor	Mdm2 ligase inh	EBV gp42 inh	Calpain2 inh	Rad51 HR inh	Cl transport mod
Cc1ccc(S(=O)(=O)c2c[nH]c3cc4c(cc3c2=O)OCO4)cc1	-0.7	-3.9	0.1	0.9	3.6	0.3	-27.4	.	1.81
Cc1ccc(-c2cc(C(F)F)n3ncc(C(=O)N4CCCc5ccccc54)c3n2)cc1	-3.0	3.4[fluorescence artefact?]	0.1	1.4	0.8	-7.3	-11.3	-6.5	-0.958
Cc1ccsc1C(=O)OCc1csc(-c2ccccc2)n1	-0.7	5.2	1.1	0.3	-28.7	3.0	28.3	0.3	-0.55
CN(C)S(=O)(=O)Oc1ccccc1C(=O)Nc1ccccc1Cl	-0.8	-1.0	-0.2	0.9	-4.4	-4.9	-19.7	15.4	-0.17
COc1ccc(C)cc1S(=O)(=O)N1CCCCC1	-0.4	-1.6[fluorescence artefact?]	-0.6	0.2	0.9	-3.8	-16.7	4.3	1.13
CCN1C(=O)/C(=C\N2CCCCCC2)SC1=S	8.8	5.2	5.3	0.6	-2.6	-15.7	2.0	-1.3	-0.141
Cc1onc(-c2ccccc2)c1C(=O)NNC(=S)NC(=O)c1ccc2c(c1)OCO2	-0.3	0.5	-0.4	1.0	-18.4	-9.8	-36.4	-0.5	16*
Cc1ccc(NCC(=O)Nc2ccc(Br)cc2)cc1F	1.7	0.7	0.8	0.7	-10.4	-8.6	2.7	8.2	-0.767
Cc1ccc(OCC(=O)Nc2ccc(O)c(C(=O)O)c2)cc1C	0.9	8.8[fluorescence artefact?]	0.6	0.2	-17.0	-11.5	-187.1	1.9	1.18
CC1CN(C2=CC(=O)CCC2)CC(C)O1 (configuration not stated)	1.2	-3.8	0.3	0.4	-14.0	1.1	-5.9	5.7	0.115
CCCOc1ccc(N2C(=O)CC(NCc3cccnc3)C2=O)cc1 (configuration not stated)	1.2	-0.6	2.3	1.2	-0.8	-4.8	-28.7	-3.6	1.07
COc1ccccc1-c1cc(-c2ccccc2)nc(SC(C(N)=O)c2ccccc2)c1C#N (configuration not stated)	-5.2	3.6[fluorescence artefact?]	1.4	-0.9	-20.1	-11.0	31.8	-11.2	-0.0151
COc1ccc(-c2cc3ccccc3s2)cc1[C@H]1[C@H]2C=CC[C@@H](C)[C@@H]2C(=O)N1Cc1ccccc1	0.3	-6.3	0.2	.	4.5	-17.4	-57.5	-1.0	2.26
O=C(N/N=C/c1cc(Cl)ccc1O)C(=O)Nc1ccccc1OC(F)(F)C(F)F	-8.6	0.8	3.2	1.6	-5.6	2.6	-6.0	.	-0.536
COc1ccccc1N1CCN(CC(=O)N(CC(C)C)c2c(N)n(CC(C)C)c(=O)[nH]c2=O)CC1	-0.2	-3.7	0.8	-0.5	-9.2	-7.7	-10.5	2.3	-0.128
COC(=O)c1ccccc1NC(=O)Nc1cccc(C)n1	-0.1	5.0	0.1	1.5	-6.2	-0.6	-22.0	-11.2	0.327
Cc1ccc(C)c(OCC(=O)O/N=C(\N)c2ccccn2)c1	-0.3	0.0	-0.1	0.6	-6.0	-22.5	16.7	-3.3	.
CCOc1ncccc1C(=O)OCC(=O)Nc1ncc(C(F)(F)F)cc1Cl	-1.0	0.0	0.9	0.3	-3.1	6.5	27.1	16.2	0.322
CCC(=O)N(C)CCc1cc2c(c(OC)c1/C=N/NC(=O)c1ccccc1O)OCO2	0.6	1.4	-0.3	0.3	-10.0	11.7	17.5	-11.9	0.034
C=CCn1c(SCc2nc(N)nc(N3CCCCC3)n2)nnc1-c1ccco1	0.1	1.8[fluorescence artefact?]	0.5	-1.6	-11.2	4.3	-29.6	4.7	-0.0153
O=C1CC(N2CCC(C(=O)N3CCCCC3)CC2)C(=O)N1 (configuration not stated)	0.4	-4.0	.	1.3	-1.2	3.2	-12.3	7.8	-0.0516
CCOc1ccccc1NC(=O)NCCC1=CCCCC1	-0.6	0.9	3.6	0.6	-25.1	-2.0	-12.8	21.6	0.153
COCCN1C=C(C(=O)OC)C(c2cc3c(cc2Br)OCO3)C(C(=O)OC)=C1	-1.2	0.1	-0.1	-0.3	-7.2	-8.6	-92.0	-5.5	.
CC(CNC(=O)c1ccc(Br)o1)NC(=O)c1ccc(Br)o1 (configuration not stated)	-0.6	2.1	0.4	1.0	-7.4	-17.1	-20.7	3.2	.
Cc1cc(-c2ccccc2)nc(N2CCC(C(=O)NC34CC5CC(CC(C5)C3)C4)CC2)n1	0.9	-0.2	1.9	0.1	-14.9	-8.3	-9.9	-3.6	0.371
Cc1c(C(=O)/C=C/N(C)C)nnn1-c1ccc(F)c(Cl)c1	2.3	1.3	0.8	1.1	-4.8	1.2	16.6	5.0	-0.833
COC(=O)[C@@H](NC(=O)NCCC1=CCCCC1)C(C)C	2.1	0.9	0.3	0.1	-5.7	-16.9	-1.8	17.5	-0.679
COC(=O)C1=C(C)N(Cc2ccco2)C(=O)/C1=C\c1ccc(N(C)C)cc1	2.9	8.8	1.3	1.4	4.8	-34.9	9.6	-17.1	-0.434
CC(Oc1ccc(Cl)cc1Cl)C(=O)Nc1ccc(O)cc1 (configuration not stated)	-4.5	-1.4	-0.2	0.2	-9.5	20.5	29.4	33.6	-0.0837
CCOC(=O)c1sc2nc(SCC(=O)NCc3ccco3)n(Cc3ccccc3)c(=O)c2c1C	0.8	2.1	-0.1	0.2	-25.3	-3.4	26.6	-7.5	0.202
Cc1ccc(NC(=O)c2c(C)nc(Nc3nc4ccccc4o3)nc2C)cc1	-1.0	-4.5[fluorescence artefact?]	-0.5	0.3	-30.2	-1.0	-28.7	1.1	-1.24
COc1ccc(C2CC3(CC(C)(C)NC(SC)=N3)Oc3cc(O)cc(C)c32)cc1 (configuration not stated)	5.7	27.4	11.9	-0.5	5.5	-22.0	-10.7	6.6	-0.0427
Cc1ccc(C)n1-n1c(C)nc2sc3c(c2c1=O)CCCCC3	-0.7	-1.1	2.9	-0.1	-3.9	-10.0	5.3	0.1	-1.61

Screening data deposited in PubChem BioAssay by several laboratories.
